TDP1 inh – qHTS Assay for Inhibitors of Tyrosyl-DNA Phosphodiesterase (TDP1); recombinant TDP1, AlphaScreen DNA substrate cleavage; Potency, µM (doses to about 130 µM), without a hit: at the top dose activity change, negative = inhibition, actives largely listed as inhibitors; actives 0.28% (n = 350,000); further: nearly all actives have a fitted effect of over 40% in size
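Tdp1 1 nM final; 15 min RT w/ cpd; substrate 15 nM, 5 min; beads 10 ug/ml, 10 min; AlphaScreen read. Neg ctrl: no enzyme.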
TDP1 cell noCPT – qHTS for Inhibitors of human tyrosyl-DNA phosphodiesterase 1 (TDP1): qHTS in cells in absence of CPT | actives 15% (n = 420,000) | DT40 Tdp1-/- hTDP1 cells, no CPT, ATP luminescence, 48 h | Potency, µM (series often up to 46.2 µM), for the others: at the top dose activity change, negative = growth inhibition, usual class: inhibitors; further: nearly all actives have a fitted effect of over 55% in size
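Compound effects on proliferation are scored in DT40 Tdp1-/-;hTDP1 cells in the absence of CPT. ATP levels (CellTiter-Glo luminescence) are recorded after a ≥48 hr, 37 °C incubation.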
KAT2A inh – qHTS Assay for Inhibitors of GCN5L2 | actives 0.21% (n = 390,000) | GCN5L2 HAT assay, ThioGlo1 CoA-SH fluorescence | AID 504327, 2011 | Potency, µM (series often up to 58.9 µM), for the others: top-dose activity change, negative = inhibition, usual class: inhibitors | Histone acetyltransferase KAT2A (Homo sapiens), Q92830
Target sequence (Q92830 whole entry, looked up): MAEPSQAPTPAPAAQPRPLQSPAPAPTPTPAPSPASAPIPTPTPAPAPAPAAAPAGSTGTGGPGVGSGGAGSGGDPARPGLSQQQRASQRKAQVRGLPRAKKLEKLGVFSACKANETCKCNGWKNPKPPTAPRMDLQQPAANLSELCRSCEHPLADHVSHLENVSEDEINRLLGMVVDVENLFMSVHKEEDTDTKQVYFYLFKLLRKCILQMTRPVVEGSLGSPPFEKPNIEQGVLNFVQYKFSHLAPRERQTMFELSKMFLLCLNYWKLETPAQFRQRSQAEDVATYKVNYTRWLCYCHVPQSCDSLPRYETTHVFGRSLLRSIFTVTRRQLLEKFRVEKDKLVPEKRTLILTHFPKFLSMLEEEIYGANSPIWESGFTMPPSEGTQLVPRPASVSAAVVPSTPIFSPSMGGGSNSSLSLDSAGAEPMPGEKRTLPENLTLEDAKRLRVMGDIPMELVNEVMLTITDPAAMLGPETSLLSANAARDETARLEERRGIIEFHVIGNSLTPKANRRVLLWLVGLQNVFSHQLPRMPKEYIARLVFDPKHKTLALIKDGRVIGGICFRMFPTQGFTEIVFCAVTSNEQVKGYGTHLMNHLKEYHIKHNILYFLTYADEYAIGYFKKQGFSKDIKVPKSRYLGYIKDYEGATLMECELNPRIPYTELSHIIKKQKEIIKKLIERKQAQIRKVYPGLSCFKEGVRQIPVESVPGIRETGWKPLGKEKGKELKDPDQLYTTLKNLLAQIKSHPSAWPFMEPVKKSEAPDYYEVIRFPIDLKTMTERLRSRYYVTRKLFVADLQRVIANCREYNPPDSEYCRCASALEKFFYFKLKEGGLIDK
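qHTS, 1536-well. 20nM enzyme, pH 7.5 HEPES/EDTA/Tween-20 buffer; 15 min compound preinc., RT. Start: 75uM H3(1-25), 70uM AcCoA, 50uM ThioGlo1. Read Ex340/Em540 at t=0 (autofluorescence flag) and t=20 min.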
* marks the source's active call; other numbers are inactive results; ? = inconclusive; · = no result given; & = joins results of further samples; [ ] = remark or other dose. The call rests on the fitted dose curve; in most records, active means well fitted curve in the direction sought with a large enough effect; inconclusive means small, poorly fitted or top-dose-only effect, or another doubt; inactive means no such curve, though single readings can be large; an effect the other way counts as inactive or inconclusive. On the % scale 0 is the no-effect control and ±100 the full control effect; potency means the concentration at half of the fitted maximal effect. These rows are one share of the data (hit frequency here may not be typical).

SMILES	TDP1 inh	TDP1 cell noCPT	KAT2A inh
NS(=O)(=O)c1ccc(CCNC(=O)COC(=O)COc2cccc(C(F)(F)F)c2)cc1	-1%	5%	1%
O=C(Nc1ccc(SC(F)(F)F)cc1)c1ccccn1	-5%	?	-17%
Cc1cc(C)c(S(=O)(=O)Nc2nccs2)c(C)c1	·	10%	-3%
COC(=O)c1ccc2c(c1)N(Cc1cc(C)ccc1C)C(=O)c1ccccc1S2(=O)=O	9%	?	-5%
Cc1ccc(NC(=O)CN(C)C(=O)Cc2ccc(Cl)c(Cl)c2)cc1	5%	?	-5%
O=c1[nH]c(=O)n([C@H]2C[C@H](O)[C@@H](CO)O2)cc1Br	1%	?	-3%&-13%&-6%&-6%
Nc1cc(=O)[nH]c(SCC(=O)Nc2ccc(Oc3ccccc3)cc2)n1	·	?	1%
Cc1ccc(NC(=O)[C@H](NC(=O)[C@@H]2Cc3ccccc3CN2)c2ccccc2)cc1C	3%	?	-3%
CC(C)(C)c1ccc(OCc2cnc(Cl)s2)cc1	-3%	?	4%
COc1cccc(C2N(c3ccc(Cl)c(Cl)c3)C(=O)C3CCCN32)c1OC (centres undefined)	7%	-5%	0%
O=C(Nc1ccccn1)c1ccc(S(=O)(=O)N2CCCCCC2)cc1	·	-2%	-2%
Cc1ccc(C)c(OCCn2ccnc2)c1	·	8%	13%

2 consecutive entries out of the list so far, for reference:
SMILES	TDP1 inh	TDP1 cell noCPT	KAT2A inh
O=C(Nc1ccccn1)c1ccc(S(=O)(=O)N2CCCCCC2)cc1	·	-2%	-2%
Cc1ccc(C)c(OCCn2ccnc2)c1	·	8%	13%

More records.
SMILES	TDP1 inh	TDP1 cell noCPT	KAT2A inh
COCC(=O)N1CCC2(CCCN(C(c3ccccc3)c3ccccc3)C2)CC1	·	?	10%
CC(=O)Nc1ccc(S(=O)(=O)N2CCN3CCCC3C2)cc1 (centres undefined)	3%	-3%	-11%
OCC(CO)(CO)NCc1ccc(-c2ccccc2)cc1	-3%	-20%	-2%
COc1ccc(CSCC(=O)N/N=C/c2ccccc2OCc2ccccc2)cc1	6%	-7%	-20%
COc1cc(SC)ccc1C(=O)Nc1ccc2c(c1)OCCO2	10%	?	-2%
COC(C[C@@H](O)CC(=O)[C@@H](C)OCc1ccccc1)OC	0%	12%	-11%
CN(C)c1nc(Oc2ccc(OCCOc3ccccc3)nn2)nc(N(C)C)n1	4%	?	2%
COc1ccccc1C(CNC(=O)COc1ccccc1C)N1CCCC1 (centres undefined)	2%	1%	-3%
Cc1ccc2c(CNCCc3ccco3)c(C(=O)O)n(Cc3ccc(F)cc3)c2c1	5%	26µM*	1%
CCNc1ncc2ncc(=O)n(C3CC3)c2n1	·	-8%	-17%
CCOC(=O)c1ccc(N2N=C(C)/C(=C/C=C/c3ccco3)C2=O)cc1	10%	?	-13%
N/C(=N\OC(=O)C1CCCCC1)c1cccnc1	4%	-11%	2%

The listing continues:
SMILES	TDP1 inh	TDP1 cell noCPT	KAT2A inh
Cc1ccc(NC(=O)Cc2nc(COC(=O)C(C)NS(=O)(=O)c3ccc(C)cc3)cs2)cc1 (centres undefined)	0%	-27%	-4%
O=C(CN1CCCN(Cc2ccc(F)cc2)S1(=O)=O)NCc1ccccc1Cl	0%	16µM*	-3%
CSc1ccccc1NC(=O)CN(C)CC(=O)Nc1ccc(Cl)cc1[N+](=O)[O-]	8%	?	-11%
On1c(-c2ccccc2Cl)nc2ncccc21	·	2%	3%
Cc1cc(C(=O)N/N=C/c2ccc(N(C)C)cc2)c2ccccc2n1	0%	4.1µM*	-4%
NC(=O)CSc1nnc(COc2ccccc2)n1CCc1ccccc1	4%	?	-1%
Cc1cccc(NC(=O)c2ccc3c(c2)C(=O)N(c2ccccc2C)C3=O)n1	0%	0%	-6%
COCCN(C(=S)Nc1c(C)cccc1C)C(C)c1cccnc1 (centres undefined)	3%	3%	-3%
COC(CNC(=O)c1ccc2c(c1)ncn2-c1cccc(F)c1)OC	5%	-14%	0%
CCN(CC)C(=O)Nc1ccccc1C	5%	5%	-2%
CC(C)c1ccc(Nc2ncnc3c2c(-c2ccccc2)cn3-c2ccccc2)cc1	0%	?	-5%
CC(=O)Nc1nc(C)c(C(C)C)s1	5%	-6%	-2%

Next results
SMILES	TDP1 inh	TDP1 cell noCPT	KAT2A inh
COc1cc(NC(=O)c2ccc3c(c2)OCO3)c2ncccc2c1	-3%	?	-3%
Nc1ncnc(Nc2ccccc2Cl)n1	-1%	0%	-7%
Cc1ccc(-n2cc(C(=O)c3ccccc3O)cn2)cc1	-1%	?	-7%
Cc1ccc(S(=O)(=O)NCCCC(=O)N2CCC(C)CC2)cc1	·	-24%	-4%
O=C(COC(=O)C1CCN(S(=O)(=O)c2ccc(Cl)c(C(F)(F)F)c2)CC1)NCc1ccco1	-5%	-19%	2%
CCCn1c2ccccc2c2nnc(SCc3[nH]c(=O)[nH]c3C(=O)CCCCC(=O)OCC)nc21	1%	?	21%
COc1cccc(NS(=O)(=O)c2ccc(OC)c(OC)c2)c1	-1%	?	0%
CN(C)CCn1c(=O)n(Cc2ccccc2)c(=O)c2c3c(sc21)CCCCC3	·	?	17%
COc1cccc(-c2nc(NC(C)(C)C)c3ccccc3n2)c1O	6%	21µM*	-17%
Cc1nc(NC(=O)C2CC2)sc1C(=O)N(C)C	-3%	-7%	0%
COc1ccc(C)cc1NC(=O)Nc1nnc(N2CCCCC2)s1	0%	?	-4%
COC(=O)CSc1nc(C2CC2)nc2ccccc12	0%	-4%	-1%

Later entries.
SMILES	TDP1 inh	TDP1 cell noCPT	KAT2A inh
Cc1ccc(S(=O)(=O)NC(=O)COc2ccccc2)cc1	·	0%	-4%
Cc1ccc2c(c1)nnn2C1CCN(S(C)(=O)=O)CC1	0%	-15%	2%
CC(=O)Nc1ccc2c(CSc3nnc(-c4cccnc4)n3-c3ccc(C)cc3C)cc(=O)oc2c1	6%	-13%	-7%
NNc1nc(-c2ccccc2Cl)nc2ccccc12	·	-20%	-7%
CCOc1ccc(NC(=S)N(CCc2c(C)[nH]c3ccc(C)cc23)Cc2cccnc2)cc1	5%	?	-1%
COc1ccc(S(=O)(=O)N(C)C)cc1NC(=O)CSC(C)C(=O)Nc1cc(C)on1 (centres undefined)	0%	-10%	-14%
CCOC(=O)CNC(=O)Nc1cc(C(=O)NCc2cccc(F)c2)ccc1N1CCCC1	9%	1%	-13%
O=C(NCc1ccco1)c1cc([N+](=O)[O-])ccc1N1CCCCC1	-5%	?	-5%
Cc1cccc(C2c3[nH]c4ccccc4c3CCN2Cc2ccc(C)s2)n1 (centres undefined)	·	-28%	-6%
CC(=O)c1sc(NC(=O)COc2ccc(C)c(C)c2)nc1C	-3%	-20%	-1%
COc1ccc(OCC(O)CNC(=O)Nc2ccc(C(C)(C)C)cc2)cc1 (centres undefined)	1%	-28%	-1%
COC(=O)c1ccc(NC(=O)c2cccc3c2C(=O)N(C2CCCCC2)C3)cc1	-5%	-4%	-4%

Some of these compounds in order of count of non-hydrogen atoms, descending:
SMILES	TDP1 inh	TDP1 cell noCPT	KAT2A inh
CCOc1ccc(NC(=S)N(CCc2c(C)[nH]c3ccc(C)cc23)Cc2cccnc2)cc1	5%	?	-1%
CCOC(=O)CNC(=O)Nc1cc(C(=O)NCc2cccc(F)c2)ccc1N1CCCC1	9%	1%	-13%
COc1ccc(S(=O)(=O)N(C)C)cc1NC(=O)CSC(C)C(=O)Nc1cc(C)on1 (centres undefined)	0%	-10%	-14%
COC(=O)c1ccc(NC(=O)c2cccc3c2C(=O)N(C2CCCCC2)C3)cc1	-5%	-4%	-4%
COc1ccc(OCC(O)CNC(=O)Nc2ccc(C(C)(C)C)cc2)cc1 (centres undefined)	1%	-28%	-1%
O=C(NCc1ccco1)c1cc([N+](=O)[O-])ccc1N1CCCCC1	-5%	?	-5%
Cc1ccc(S(=O)(=O)NC(=O)COc2ccccc2)cc1	·	0%	-4%

Other structures:
SMILES	TDP1 inh	TDP1 cell noCPT	KAT2A inh
COc1ccc(CN2C(=O)c3ccccc3C2C(=O)NC2CCC(C)CC2)c(OC)c1 (centres undefined)	5%	-1%	-6%
CS(=O)(=O)NCc1ccc(C(=O)NCCOc2ccccc2)cc1	4%	-10%	-6%
CCCCNC(=O)Nc1ccccc1C(=O)NCCC	0%	-18%	4%
CC1CCN(c2nc3c(c(=O)[nH]c(=O)n3C)n2Cc2ccccc2Cl)CC1	3%	?	-3%
CCn1c(/C=C/c2c[nH]c3ccccc23)nc2ccccc2c1=O	3%	3.3µM*	-15%
COc1cc(C)c(C#N)c(OC)n1	1%	-6%	-14%
O=C(NC1CCCCC1)C(c1ccco1)N(C(=O)c1csnn1)c1ccc(Cl)cc1 (centres undefined)	2%	?	-6%
Cc1nn(-c2ccccc2)c(Cl)c1/C=C1\C(=O)N(C)C(=S)N1C	6%	15µM*	-19%
CCc1nnc(NC(=O)c2ccc(Cl)nc2)s1	0%	4%	4%
O=C(Nc1ccon1)c1nc[nH]c1C(=O)NCc1ccccc1	-5%	-23%	-5%
N#Cc1cccc(-c2nc3cnc(N4CCNCC4)nc3n(C3CC3)c2=O)c1	·	3.7µM*	28µM*
COc1ccc(NC(=O)COC(=O)C2CC(=O)N(CCc3ccc(OC)c(OC)c3)C2)cc1Cl (centres undefined)	2%	1%	0%

Following part.
SMILES	TDP1 inh	TDP1 cell noCPT	KAT2A inh
COc1ccc(/C=C/C(=O)OC(C)CN2CCCCC2)cc1 (centres undefined)	·	0%	0%
COc1ccc(/C=C/C(=O)NC(C)CCc2ccccc2)cc1OC (centres undefined)	-1%	0%	1%
c1ccc(OCCCc2nc(-c3ccncc3)no2)cc1	-1%	-24%	-11%
COc1cc(NC(=O)COc2ccccc2)ccc1NC(=O)c1ccco1	0%	?	-5%
Nc1ccc(C(=O)N/N=C/c2c[nH]c3ccccc23)cc1	·	2%	-3%
COc1ccc(CCNC(=O)CCSCc2ccccc2F)cc1OC	·	-14%	3%
Nc1cccc(-c2cnc3ccccc3n2)c1	4%	-21%	-15%
COCCn1c(=O)c2c(nc3n2CCCN3CCc2ccc(OC)c(OC)c2)n(C)c1=O	·	?	-1%
O=C(CCc1ccccc1)NC1CCSC1=O (centres undefined)	6%	-2%	-6%
O=C1NC(=Nc2ccccc2)SC1Cc1cccc(Cl)c1Cl (centres undefined)	-2%	-37%	3%
CC1(C)C2(C#N)C(N)=NC3(OCCO3)C12C#N (centres undefined)	2%	-12%	-12%
NC(=O)c1c(NC(=O)Cn2cnc([N+](=O)[O-])n2)sc2c1CCCC2	2%	?	2%

(more compounds)
SMILES	TDP1 inh	TDP1 cell noCPT	KAT2A inh
CCCCN(C(=O)c1ccc(Br)o1)C1CCS(=O)(=O)C1 (centres undefined)	·	0%	-6%
CCOC(=O)C1=C(C)Nc2ccccc2N=C1NC(=O)C(c1ccccc1)c1ccccc1	8%	?	-24%
Cc1ccc(OCCn2ncc3ccccc3c2=O)c(C)c1	·	?	1%
COc1ccc(C(CNC(=O)c2cccc(S(=O)(=O)N3CCc4ccccc43)c2)N(C)C)cc1 (centres undefined)	4%	10µM*	-2%
CCc1cc(C(=O)OC)c(N2C(=O)C3C4C=CC(C4)C3C2=O)s1 (centres undefined)	-10%	-1%	-3%
Cc1cnc(C(=O)OCc2ccc(C#N)cc2)cn1	2%	-2%	0%
CCCCNC1=CC(=O)C(=O)c2ccccc21	-3%	21µM*	-5%
COC(=O)C1CCN(C(=O)NC2CC(=O)N(c3ccc4c(c3)OCCO4)C2)CC1 (centres undefined)	·	0%	-8%
CCCCn1c(N)c(N(CCC(C)C)C(=O)c2ccc3ccccc3c2)c(=O)[nH]c1=O	-9%	-27%	-1%
C=CCN(CC=C)C(=S)NC(=O)/C=C/c1ccc(OC)cc1	8%	-28%	-6%
O=C(C1=C(O)C(=O)N(CCN2CCOCC2)C1c1ccco1)c1cc2ccccc2o1 (centres undefined)	5%	23%	-1%
CCN1CCC(N(Cc2ccc3c(c2)OCO3)C(=O)Nc2ccccc2OC)CC1	-4%	?	1%

New compounds follow.
SMILES	TDP1 inh	TDP1 cell noCPT	KAT2A inh
O=C(COC(=O)Cc1ccc(F)cc1)NC1CCCC1	-4%	7%	-22%
COc1cccc(C(=O)N2CCCC(CCC(=O)NCc3ccc(F)c(F)c3)C2)c1 (centres undefined)	-3%	-59%	2%
COc1ccc(OC)c(/C=N/NC(=O)c2csc3ccccc23)c1	0%	?	-10%
Cc1ccc(S(=O)(=O)N2CCN(c3ncnc4scc(-c5ccc(F)cc5)c34)CC2)cc1	2%[0.505 µM]	15µM*	?
CCOCC(=O)Nc1cc(S(=O)(=O)N2CCOCC2)ccc1N1CCCCC1	0%	16µM*	-29%
CCn1c(SCC(=O)N2CCC(C)CC2)nnc1-c1ccco1	7%	2%	-1%
